LGR2 inh = inhibitors of bursicon-induced Drosophila LGR2 receptor cAMP signaling | HEK293 LGR2, CRE-luciferase, bursicon-stimulated, 4 h | hit rate 0.35% among 380,000 | inhibition, % at 9.99 µM;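 active means drop in luminescence signal, shown as inhibition above about 50% in the replicate tests, limit read from the data, passing the limit was not always enough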;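 further: agonist challenge used bursicon conditioned medium at about half maximal strength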
S100A4 inh HTS = blocks human S100A4 binding to myosin IIA peptide; P26447; S100A4/TAMRA-MyoIIA peptide fluorescence polarization; inhibition, % at 10.7 µM; hit rate 0.14% among 360,000;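 active means mean inhibition of at least 70% across replicates, with every replicate also reaching that level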
Target sequence (P26447 whole entry, looked up): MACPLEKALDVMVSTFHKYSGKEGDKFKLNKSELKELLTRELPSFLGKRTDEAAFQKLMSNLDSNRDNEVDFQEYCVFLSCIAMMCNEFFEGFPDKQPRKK
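incubation = readout 5 min after mixing, signal stable up to 60 min | system = S100A4 monomer protein | buffer or medium = HEPES pH 7.2 with CaCl2, KCl, NaCl, DTT, Triton | benchmarks = neutral control DMSO, positive control TFP | also added = fluorescent myosin IIA peptide, 5 nM | compound dosing = one concentration per compound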
Statin myotox sup = suppressors of simvastatin-induced myotoxicity in C2C12 myotubes. rescue of ATP level, % at 7.49 µM. ATP luminescence, 48 h; scaled: DMSO 0, geranylgeraniol control 100. hit rate 0.78% among 330,000;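 active means mean ATP rescue above about 67%, or every replicate alone reaching that limit, limit read from the data, passing the limit was not always enough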;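 further: myotubes were challenged with 10 µM simvastatin during compound exposure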
XiGFP reactiv = activators of X-chromosome reactivation in mouse fibroblasts; XiGFP mouse fibroblasts, % GFP-positive cells imaging, 3 d; cells co-treated with 5-aza-dC sensitizer; scaled so ellipticine positive control = 100%; activation, % at 7.58 µM; hit rate 0.055% among 360,000;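 active means mean normalized replicate activation at least 10% and every replicate at or above 10%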;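 further: 0% = median of on-plate neutral control wells and 100% = ellipticine 6 µM median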
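Assay system – SV40-immortalized XiGFP fibroblast cells, line 68-5-11 · Buffer or medium – DMEM supplemented with 5-aza-dC as sensitizing agent · Dosing – one concentration, pinned · Benchmarks – positive control ellipticine, 6 µM final · Times – 3 days compound exposure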
SIRT5 inh = blocks human SIRT5 desuccinylation of peptide; inhibition, % at 15 µM; AID 652115; Q9NXA8; Purified SirT5, succinyl-peptide AMC, trypsin-coupled fluorescence; hit rate 1.1% among 330,000; in the data active means inhibition above about 15%
Target sequence (Q9NXA8 whole entry, looked up): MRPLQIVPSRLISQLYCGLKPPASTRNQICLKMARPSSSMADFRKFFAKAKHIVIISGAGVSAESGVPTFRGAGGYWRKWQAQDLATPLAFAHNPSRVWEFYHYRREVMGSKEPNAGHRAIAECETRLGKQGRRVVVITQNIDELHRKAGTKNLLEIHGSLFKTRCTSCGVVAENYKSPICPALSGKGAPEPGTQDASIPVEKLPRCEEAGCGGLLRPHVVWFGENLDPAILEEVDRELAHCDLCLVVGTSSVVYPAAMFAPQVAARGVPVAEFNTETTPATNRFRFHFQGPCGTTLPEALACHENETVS
PGC1a acetyl inh = lowers PGC1a acetylation signal in U2OS cells; AlphaScreen anti-acetyl-lysine; with virally co-expressed GCN5 acetyltransferase; inhibition, % at 15.6 µM; hit rate 0.17% among 350,000;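 active means every replicate shows inhibition of at least 40%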;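 further: 0% = neutral control wells and 100% = positive control wells; some results beyond the cut were filed as inactive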
ERAP1 HTS inh = blocks human ERAP1 aminopeptidase activity; Q9NZ08; recombinant ERAP1, Leu-AMC fluorescence, 60 min; inhibition, % at 10.7 µM; hit rate 0.15% among 340,000; AID 652197;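 active means mean replicate inhibition of at least 30%, or all replicates individually reaching that 30% level; inactive means mean below 30% and not every replicate reaching it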;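 further: 0% = neutral control wells and 100% = L-leucinethiol positive control wells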
Cneo AK release = causes C. neoformans cell lysis | adenylate kinase release luminescence, 4 h; normalised: neutral wells 0, clomiphene wells 100 | AID 651654 | hit rate 0.2% among 360,000 | lysis activity, % at 15 µM;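 active means mean lysis activity across replicates of at least 80%, whatever share of replicates individually reach that level; inactive means mean lysis activity below 80%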
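Signal: Adenylate kinase release luminescence | Assay system: Log-phase Cryptococcus neoformans yeast cells | Input: Cells at 5 × 10^6 per mL | Buffer or medium: Fresh YPD growth medium | Compound: Single dose | Schedule: Static 4 h at 37 °C with compound, 1 h detection | Controls: Clomiphene | Read-out: Luminescence rise reflecting yeast cell lysis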
Active calls of the source: *; . = not tested or not shown; & = joins results of further samples.

SMILES | LGR2 inh | S100A4 inh HTS | Statin myotox sup | XiGFP reactiv | SIRT5 inh | PGC1a acetyl inh | ERAP1 HTS inh | Cneo AK release
CN1CCN(C2CC(=O)N(CCc3ccccc3)C2=O)CC1 (centres undefined) | 11 | -1 | 19 | 0.2 | 0 | . | -1 | 0
CN1c2ccc(-c3cccc(F)c3)cc2[C@H]2[C@H](CCN2C(=O)C2CCC2)[C@@H]1CO | 14 | -2 | . | 0.3 | -6 | -3 | . | .
CCn1nc(NC(=O)c2cccs2)c2cc3ccccc3nc21 | . | 4 | . | -0.1 | 0 | . | 1 | .
C[C@H](CO)N1C[C@H](C)[C@H](CN(C)C(=O)C2CCC2)Oc2ncc(-c3cccnc3)cc2C1=O | -4 | 15 | 3 | -0.2 | 12 | -1 | 3 | 0
CCCNC(=O)N[C@@H]1CC[C@H](CCNS(=O)(=O)c2cccc(F)c2)O[C@H]1CO | 1 | -6 | 12 | -0.3 | -1 | -10 | 0 | 2
Cc1ccc(C(=O)N2CCCC2)cc1S(=O)(=O)N1CCCCC1 | 10 | 3 | . | 0.2 | 0 | . | -5 | 1
CC(=O)Nc1ccc(S(=O)(=O)NNC(=O)c2cccc3ccccc23)cc1 | -36 | . | 1 | . | . | -21 | . | -1
Cc1ccc2c(O)c(C)c(=O)[nH]c2n1 | 5 | -1 | 4 | 0.0 | 1 | -10 | 1 | 1
O=C(CSc1nc2ccccc2s1)NC1CCCC1 | 4 | 2 | . | 0.1 | -1 | . | 1 | .
CCCNC(=O)NC[C@@H]1[C@@H](c2ccc(C3=CCCC3)cc2)[C@H](CO)N1C(=O)CC | 5 | 1 | -25 | 0.0 | 1 | -8 | 2 | 22
COCCNC(=O)C[C@@H]1CC[C@@H](NC(=O)NC2CCCCC2)[C@@H](CO)O1 | 2 | -24 | -9 | -0.1 | -4 | -5 | 0 | -1
COc1ccc(C(=O)O/N=C(\N)c2ccccn2)cc1 | 103* | 11 | -41 | 0.1 | 3 | -12 | 1 | -10
CC(C)Oc1ccc(C(=O)Nc2ncn[nH]2)cc1 | . | -3 | -6 | 0.0 | -2 | -19 | 0 | 0
CS(=O)(=O)N1CCC(C(=O)N2CCN(c3cccc(Cl)c3)CC2)CC1 | 2 | 0 | 5 | 0.0 | 9 | . | 5 | 1
Cc1cc(C(=O)N2CCCC(N3CCN(c4cccc(C(F)(F)F)c4)CC3)C2)n[nH]1 (centres undefined) | 2 | -2 | 1 | -0.1 | 2 | 1 | -7 | -3
C[C@@H]1CCCCO[C@H](CN(C)C)[C@@H](C)CN([C@H](C)CO)C(=O)c2cc(N(C)C)ccc2O1 | -1 | -6 | 14 | -0.4 | -4 | 20 | -2 | -2
C/C=C/c1ccc(OCC(O)CNCCc2ccc(OC)cc2)c(OC)c1 (centres undefined) | 15 | -4 | -16 | 0.1 | 2 | -1 | -2 | 0
O=C(Oc1ccccc1Cl)C1CCN(C(=O)c2ccc(F)cc2)CC1 | -16 | -1 | -17 | -0.1 | 0 | . | 1 | -1
O=C(COC(=O)/C=C/c1ccc(C(F)(F)F)cc1)Nc1ccc2[nH]c(=O)[nH]c2c1 | 3 | -1 | -2 | 0.0 | 0 | 5 | 2 | 0
O=C(c1ccncc1)N1CCN(S(=O)(=O)c2ccc3ccccc3c2)CC1 | -2 | -1 | 16 | 0.0 | -1 | . | 0 | 1
O=C(Nc1cccnc1)c1ccc([N+](=O)[O-])o1 | 7 | -1 | 30 | 0.0 | 1 | -41 | -1 | -5
O=C(CSc1ccc2c(c1)OCCO2)Nc1ccc(N2CCOCC2)cc1 | 15 | 4 | . | 0.3 | -1 | . | 2 | .
O=C(NCc1ccc(Cl)cc1)C(=O)NCC1OCCN1S(=O)(=O)c1cccs1 (centres undefined) | -14 | 5 | -2 | -0.1 | -2 | 6 | 1 | 3
COc1ccc(S(=O)(=O)N(C)C[C@@H]2Oc3ccc(NC(=O)Nc4ccc(F)cc4)cc3CC(=O)N([C@H](C)CO)C[C@@H]2C)cc1 | -6 | . | -28 | -0.5 | . | -2 | . | 1
COc1cc([C@@H]2CC=C(C(=O)O)[C@H](c3ccc(Cl)cc3)N2S(=O)(=O)c2ccc(C)cc2)cc(OC)c1OC | -8 | 2 | 7 | -0.2 | -2 | 4 | 5 | -9
COC(=O)[C@]1(Cc2ccccc2)N[C@H](CN(C)S(=O)(=O)c2ccc(OC(F)(F)F)cc2)[C@@H]2C(=O)N(Cc3ccccc3)C(=O)[C@@H]21 | 13 | 0 | -8 | 0.6 | -3 | 1 | 0 | 4
COc1cc2cc[n+](Cc3ccc([N+](=O)[O-])cc3)cc2cc1OC | -2 | -3 | -8 | 0.0 | -7 | 8 | 0 | 0
O=C(NCc1ccco1)c1ccccc1-c1nc(-c2ccc(F)cc2)no1 | -1 | 4 | -16 | 0.1 | -4 | . | -2 | .
C[C@H](O)C#Cc1ccc2c(c1)O[C@@H](CN(C)Cc1ccccn1)[C@H](C)CN([C@H](C)CO)S2(=O)=O | -10 | 2 | -15 | 0.0 | 0 | 0 | 1 | -3
COc1cc(C(=O)Nc2c(C(=O)N3CCOCC3)oc3ccccc23)cc(OC)c1OC | -14 | -3 | 0 | 0.0 | 0 | . | -1 | -1
COc1cccc(C(=O)Nc2cnn(C(C)C)c2)c1 | -12 | -2 | . | 0.0 | -1 | -6 | 5 | .
COCC#Cc1ccc([C@@H]2[C@@H](CO)N3C(=O)CN(C(=O)C4CCCC4)C[C@H]23)cc1 | 0 | -2 | . | 0.0 | 3 | -8 | -2 | .
Cc1cc(-c2nnc3n2CCCCC3)c(C)n1-c1ccccc1 | 2 | 5 | -18 | . | -1 | 0 | -2 | 3
O=C(O)CC(NC(=O)C12CC3CC(CC(C3)C1)C2)c1ccc(Cl)cc1 (centres undefined) | 3 | -10 | 8 | 0.0 | 1 | 6 | -3 | 3
C[C@@H]1CN([C@H](C)CO)C(=O)Cc2cc(NC(=O)Nc3ccc4c(c3)OCO4)ccc2O[C@H]1CN(C)S(C)(=O)=O | -3 | -1 | -15 | 0.0 | 3 | -4 | 1 | 40
COc1ccc2c(c1)CCC(C)N2C(=O)C(=O)c1c[nH]c2ccccc12 (centres undefined) | -10 | -7 | . | -0.1 | 0 | -1 | -3 | 5
CCOC(=O)N/N=C(/C)c1ccc(N2C(=O)C3CCCCC3C2=O)cc1 (centres undefined) | -29 | 2 | . | -0.2 | -3 | . | -2 | .
CC(=O)Nc1ccc(S(=O)(=O)NC(C)C(=O)OCC(=O)Nc2ccc(F)cc2Cl)cc1 (centres undefined) | 6 | 0 | -1 | 0.1 | 0 | -2 | 3 | -2
OC[C@@H]1[C@H](c2ccc(C#Cc3ccccc3F)cc2)[C@@H]2CN(CC3CCOCC3)CCCCN12 | -20 | . | -5 | 0.1 | . | 10 | . | 1
Cc1cc(N2CCN(C(=O)OC(C)(C)C)C[C@H]2C)ccc1N1CCN(Cc2ccccc2)[C@@H](C)C1 | -7 | -5 | . | 0.2 | 2 | . | 3 | .
O=C(Cc1ccc(F)cc1)N1CCC(CC2CC(c3cccc(Br)c3)=NO2)(C(=O)NCC2CCCCC2)CC1 (centres undefined) | 17 | 0 | 2 | 0.0 | . | -17 | 0 | -1
OCC1CCCN(C2CCN(Cc3nc(Cc4cccc(C(F)(F)F)c4)no3)CC2)C1 (centres undefined) | 0 | 1 | -4 | 0.0 | 3 | -8 | -10 | .
COC(=O)C[C@H]1C[C@H]2c3cc(NS(=O)(=O)c4ccc(OC)cc4)ccc3O[C@H]2[C@H](CO)O1 | 10 | -2&9 | 2 | 0.1&-0.1 | -3&11 | 0&0 | -4&1 | -1
COc1cccc(C(=O)Nc2cccc(OC(C)=O)c2)c1 | -31 | -2 | -4 | . | -2 | 1 | -4 | 1
Cc1ccc(-c2ccc3c(c2)O[C@@H](CN(C)Cc2cccnc2)[C@@H](C)CN([C@H](C)CO)S3(=O)=O)cc1 | -17 | -19 | 5 | -0.6 | 5 | -5 | 0 | 5
O=C(NCC1CCCO1)c1ccc(NC(=O)C2CC=CCC2C(=O)O)cc1 (centres undefined) | -2 | . | 4 | . | . | 6 | . | 3
Fc1ccccc1/C=N/n1cc(-c2ccccc2)[nH]c1=S | -34 | -1 | 8 | -0.1 | 2 | -10 | 2 | 25
CCN1CCc2nc(N)oc2CC1 | -3 | 5 | 8 | 0.0 | 0 | 1 | 4 | -3
O=C(Cc1cccc(C(F)(F)F)c1)NCc1ccc(Cl)cc1Cl | -9 | . | . | -0.1 | . | -2 | . | -1
CC(C)NC(=O)Nc1cccc2c1O[C@@H](CN(C)Cc1ccccc1)[C@H](C)CN([C@@H](C)CO)C2=O | -17 | 2 | -25 | -0.5 | . | 3 | -3 | -3
C[C@H]1CN([C@@H](C)CO)C(=O)c2cccc(NS(=O)(=O)c3ccc(F)cc3)c2O[C@H]1CN(C)Cc1ccc(C(=O)O)cc1 | -16 | -4 | -7 | -1.0 | -22 | 5 | 1 | -1
O=C(NN=Cc1ccccc1C(=O)O)c1cccc(S(=O)(=O)Nc2cccc(C(F)(F)F)c2)c1 | 3 | 3 | -3 | 0.1 | -8 | 3 | -2 | 0

Some of the compounds tested; count on the stated rates, not on these rows.
